Source: PubChem (National Center for Advancing Translational Sciences (NCATS))
HTT ATP protect: protects HTT-Q103 PC12 cells, measured by ATP; actives 0.14% (n = 230,000); AID 1471; Potency, µM (series often up to 56.4 µM), without a hit: cytoprotection (ATP increase), usual class: activators; PC12 HTT-Q103 induced, cytoprotection, ATP luminescence, 40 h;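 further: potency means the concentration at half of the fitted maximal effect; % of control where 0% means no effect; nearly all actives have a fitted effect of over 45% in size; toxic huntingtin expression switched on by the ecdysone agonist tebufenozide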
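Rat PC12, Q103 Htt exon1-GFP fusion, ecdysone promoter; tebufenozide inducer 100 nM final; compound titration; qHTS, 1500 cells/well; ATPlite luminescent read.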
CBFb-RUNX1 inh: inhibitors of human CBF-beta and RUNX1 interaction | Q01196+Q13951 | 230,000 tested, under 10 active | AlphaScreen CBFb-His/RUNX1-biotin binding, biochemical | Potency, µM (doses to about 59.8 µM), for the others: top-dose activity, negative = inhibition, hits mostly inhibitors; further: % of control where 0% means no effect
Target sequence (Q01196 whole entry, looked up): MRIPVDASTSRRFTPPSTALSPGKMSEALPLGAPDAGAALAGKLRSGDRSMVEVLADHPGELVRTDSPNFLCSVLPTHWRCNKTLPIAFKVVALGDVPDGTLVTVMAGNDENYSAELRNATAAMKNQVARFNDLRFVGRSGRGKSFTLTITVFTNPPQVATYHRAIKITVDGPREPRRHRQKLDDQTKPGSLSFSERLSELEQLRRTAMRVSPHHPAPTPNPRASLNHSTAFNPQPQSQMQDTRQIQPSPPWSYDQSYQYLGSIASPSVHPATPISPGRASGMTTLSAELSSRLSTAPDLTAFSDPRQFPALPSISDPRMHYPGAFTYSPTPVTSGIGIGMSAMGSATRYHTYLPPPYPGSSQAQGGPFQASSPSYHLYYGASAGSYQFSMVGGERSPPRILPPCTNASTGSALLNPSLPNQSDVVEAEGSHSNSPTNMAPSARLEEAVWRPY
Target sequence (Q13951 whole entry, looked up): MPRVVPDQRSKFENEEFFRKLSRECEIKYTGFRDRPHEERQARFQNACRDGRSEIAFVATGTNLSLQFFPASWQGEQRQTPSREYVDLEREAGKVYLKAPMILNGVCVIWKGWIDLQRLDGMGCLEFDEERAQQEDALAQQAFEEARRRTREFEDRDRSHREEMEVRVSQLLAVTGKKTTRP
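CBFb-His/RUNX1-biotin, 30 nM each, preincubated 20 min RT; compound 15 min RT; Ni + streptavidin beads 50 ng each, 90 min RT; AlphaScreen read.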
Lamin A splicing: LMNA splicing modulation; Potency, µM (doses to about 46.1 µM), for inactives: at the top dose ratio change, negative = inhibition, usual class: inhibitors; HeLa LMNA splicing GFP/RFP minigene ratio, 48 h; actives 0.01% (n = 200,000); AID 1487; active means well fitted inhibition curve with a large enough effect in the signal ratio, with a control signal flat, not every such curve was filed as active; inconclusive means small, poorly fitted or top-dose-only effect, or effect the other way, or a change in a side signal; the % refers to the signal ratio; further: potency means the concentration at half of the fitted maximal effect; on the % scale 0 is the no-effect control and ±100 the full control effect
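S3 HeLa cells stably expressing lamin A-EGFP splicing minigene plus DsRed2, 600 cells/well, 48 h compound exposure at 37C. Laser-scanning cytometry; analysed as GFP (500-530 nm)/RFP (575-640 nm) total intensity ratio; 0.5% DMSO vehicle.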
SMN2 splice enh: enhancers of SMN2 splice variant expression; HEK293 SMN2-luciferase splicing reporter, luminescence, 30-36 h; Potency, µM (series often up to 46.1 µM), inactives show top-dose activity change, positive = activation, most hits filed as activators; actives 2.8% (n = 210,000); further: potency means the concentration at half of the fitted maximal effect; % of control where 0% means no effect; nearly all actives have a fitted effect of over 55% in size
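qHTS luciferase splicing reporter: luminescence rises when SMN2 exon 7 is included in transfected HEK293 cells. Compound exposure lasted 30-36 h at 37C, with 4.5 mM final sodium butyrate as control, followed by a ONE-Glo read.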
HTT aggregate: mutant huntingtin aggregation inhibition; actives 1.1% (n = 220,000); Potency, µM (titrated, usually from 46.1 µM), for inactives: top-dose activity change, negative = inhibition, most hits filed as inhibitors; PC12 HttQ103-GFP aggregates, Acumen cytometry, 40 h; further: potency means the concentration at half of the fitted maximal effect; on the % scale 0 is the no-effect control and ±100 the full control effect; nearly all actives have a fitted effect of over 60% in size
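Ecdysone-promoter PC12 model expressing HTT exon 1 Q103 fused to GFP, induced by tebufenozide at 100 nM final. Compounds titrated; aggregates sized 1–25 µm scored on a 488 nm laser cytometer.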
KinaseGlo FLuc: blocks Kinase-Glo luciferase, a counter-screen artifact; actives 0.28% (n = 200,000); Kinase-Glo luciferase, ATP luminescence, 8 min; Q27757; Potency, µM (top dose mostly 38.3 µM), without a hit: at the top dose activity change, negative = inhibition, hits mostly inhibitors; further: potency means the concentration at half of the fitted maximal effect; on the % scale 0 is the no-effect control and ±100 the full control effect; nearly all actives have a fitted effect of over 60% in size
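Compounds were added to a substrate mix at pH 7.2 (50 mM imidazole, 10 uM ATP, within the enzyme's linear range), followed by Kinase-Glo detection reagent; luminescence was measured after 8 minutes at ambient temperature.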
IMPase Li cell: cell-permeable IMPase inhibitors with lithium potentiation. CHO-M1 cells, IP1 TR-FRET (IP-One), carbachol + lithium. Potency, µM (doses to about 59.4 µM), inactives show at the top dose activity, negative = IMPase inhibition, usual class: inhibitors. actives 0.35% (n = 210,000). AID 1457;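 further: IP1 builds up when IMPase is blocked and the TR-FRET signal falls; potency means the concentration at half of the fitted maximal effect; plate controls were basal vehicle for no effect and high inhibitor control for full effect; nearly all actives have a fitted effect of over 50% in size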
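Readout is a homogeneous TR-FRET IP1 immunoassay (Ex 320, Em 665 and 620), where raised cytosolic IP1 lowers signal. Cells were CHO-M1 treated 30 min at 37C with test compounds plus a little lithium; AC50 values came from Hill-equation fitting.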
* = called active by the depositor; u = inconclusive; x = no result given; & = joins results of further samples; [ ] = remark or other dose. Unless noted, the call rests on the fitted dose curve; in most records, active means well fitted curve in the direction sought with a large enough effect; inconclusive means small, poorly fitted or top-dose-only effect, or another doubt; inactive means no such curve, though single readings can be large; an effect the other way counts as inactive or inconclusive. No enrichment for hits. Share with any hit: about 4%.

[1] CCCC[C@@H]1C[C@H]1C(NC(=O)c1cccnc1)c1ccc(-c2ccccc2)cc1 (some centres undefined)
[2] c1ccc(CCn2nnnc2C(c2cccs2)N2CCN(Cc3ccc4c(c3)OCO4)CC2)cc1 (centres undefined)
[3] CCCCOC(=O)CSc1nc2c(c(=O)[nH]c(=O)n2C)n1C/C=C(\C)Cl
[4] O=C(CN1CCCCC1)Nc1cccc(Cl)c1
[5] Cc1cc(C(=O)OCC(=O)NCc2ccccc2Cl)c(C)o1
[6] Cc1ccccc1NC(=S)NC(=O)c1cncc(Br)c1
[7] CCOc1ccc(C(CC(=O)O)NC(=O)COc2ccccc2)cc1OC (centres undefined)
[8] O=C(CCSCCc1ccccn1)Nc1c(F)c(F)c(F)c(F)c1F

Compound | 1 | 2 | 3 | 4 | 5 | 6 | 7 | 8
HTT ATP protect | -71%[inhibitor] | -21% | -4% | -32%[inhibitor] | 9% | 16%[10 µM] | -19% | -15%[10 µM]
CBFb-RUNX1 inh | 7% | -8% | 7% | -10% | 2% | -8% | -12% | 6%
Lamin A splicing | x | u | u | x | 0%[46 µM] | 14% | u | -17%
SMN2 splice enh | 9% | -8% | -6% | 2% | 7% | 9% | -27% | 24%[1.84 µM]
HTT aggregate | x | u | 8% | -1% | 6% | 0% | -1% | -14%
KinaseGlo FLuc | -1% | -5% | -4% | -2% | 5% | -1% | 0% | 1%
IMPase Li cell | 2% | 39%[activator][38.3 µM] | -4%[38.3 µM] | u | 3% | 5% | -5% | 8%

[9] CC(C)c1ccc2oc(=O)cc(CN3CCN(c4ccc(F)cc4)CC3)c2c1
[10] O=C(c1ccc(C(F)(F)F)cc1)C1CCCN(Cc2cccn2-c2ncccn2)C1 (centres undefined)
[11] Cc1cccc(NC(=S)NNC(=S)NCc2ccccc2)c1
[12] O=S(=O)(Cc1nc2ccccc2s1)c1ccccc1
[13] CC(C)c1ccc2c(c1)CC[C@H]1[C@](C)(CN)CCC[C@]21C
[14] CC(C)C(NC(=O)OCc1ccccc1)C(=O)OCC(=O)NC1CC1 (centres undefined)
[15] COc1ccc(N(CN2C(=O)C3C4C=CC(C4)C3C2=O)C(=O)c2ccco2)cc1 (centres undefined)
[16] C=CC1C(OC2OC(CO)C(O)C(O)C2O)OC=C(C(=O)OC)C1CC1CC(=O)CC(CC(=O)CCc2ccc(O)cc2)O1 (centres undefined)

Compound | 9 | 10 | 11 | 12 | 13 | 14 | 15 | 16
HTT ATP protect | -21% | 14%[10 µM] | -16% | -16%[10 µM] | -75%[inhibitor] | -2% | -27% | -13%[10 µM]
CBFb-RUNX1 inh | 2% | -5% | -15% | 7% | -3% | 2% | -1% | 14%
Lamin A splicing | u | 15%[46 µM] | u | -4% | x | u | 2% | x
SMN2 splice enh | x | x | 3% | 14µM* | -27% | -12% | -15% | x
HTT aggregate | -16% | 8%[9.22 µM] | -58% | -22% | x | -4% | 5% | -12%[9.22 µM]
KinaseGlo FLuc | x | -2% | -1% | -4% | 2% | 3% | -4% | x
IMPase Li cell | x | 26% | 27%[38.3 µM] | 8%[38.3 µM] | -8% | -11% | 0%[38.3 µM] | x

[17] CCCCOc1ccc(/C=C/C(=O)OCC(=O)c2c(N)n(C)c(=O)n(C)c2=O)cc1OCC
[18] CCOc1ccc(/C=C2\SC(=S)N(NS(=O)(=O)c3ccc(C)cc3)C2=O)cc1OC
[19] Cc1cccnc1NC(=O)COc1ccc2oc3c(c2c1)CCCC3
[20] CC(C)OCCCN1CN(S(=O)(=O)c2ccccc2)c2nc3ccccc3nc21
[21] O=C(NC(=S)Nc1ccc(S(=O)(=O)Nc2nccs2)cc1)c1ccc(Br)o1
[22] CCCCc1nnc(NC(=O)CS(=O)(=O)Cc2ccccc2)s1
[23] O=C(c1ccc(C(F)(F)F)cc1)N1CCCCC1
[24] COc1ccc(-c2nc3cnc(N4CCNCC4)nc3n(CCc3ccccc3)c2=O)cc1

Compound | 17 | 18 | 19 | 20 | 21 | 22 | 23 | 24
HTT ATP protect | -49%[inhibitor] | 31%[10 µM] | -7%&11%[10 µM] | -21% | -26% | -14% | 2% | u
CBFb-RUNX1 inh | 3% | -9% | -4% | 0% | -6% | 2% | 8% | x
Lamin A splicing | u | x | u | 11% | x | 4% | -7% | x
SMN2 splice enh | -7% | x | -12% | -15% | -6% | 18% | x | 3%
HTT aggregate | -27% | 26%[9.22 µM] | -8% | 8% | -8% | 6% | -8% | x
KinaseGlo FLuc | -2% | x | 1% | 6% | -6% | -3% | 5% | 1%
IMPase Li cell | 4% | x | 6% | 8%[38.3 µM] | -6% | 6%[38.3 µM] | 25%[38.3 µM] | 0%

[25] CC1CC[C@@]2(OC1)OC1CC3C4CC=C5CC(O)CC[C@@]5(C)C4CC[C@]3(C)C1C2C (some centres undefined)
[26] O=C(O)C[C@H](Sc1ccccc1)c1ccccc1
[27] CCCNC(=O)CN(C1CCCCC1)S(C)(=O)=O
[28] O=[N+]([O-])c1ccc(Sc2ncccn2)c([N+](=O)[O-])c1
[29] CCn1c(SC)nc2c(c1=O)SC(C)C2 (centres undefined)
[30] CN(C)c1ccc(C(CNC(=O)c2ccccc2Br)c2c[nH]c3ccccc23)cc1 (centres undefined)
[31] Cc1cccc(OCC(=O)N(C)CCc2ccccn2)c1
[32] Cc1ccccc1CNC(=O)Cc1cccs1

Compound | 25 | 26 | 27 | 28 | 29 | 30 | 31 | 32
HTT ATP protect | -23% | 7%[10 µM] | 9% | -13%[10 µM] | -2% | 13%[10 µM] | 5% | -81%[inhibitor]
CBFb-RUNX1 inh | 3% | x | -1% | 12% | 4% | -5% | 3% | -3%
Lamin A splicing | x | x | -3% | x | 7% | -18% | -8% | x
SMN2 splice enh | -3% | -17%[9.22 µM] | 2% | x | 23% | 1% | 11% | x
HTT aggregate | x | x | -3% | 3%[9.22 µM] | 3% | -2% | 3% | 14%
KinaseGlo FLuc | -3% | -3%[7.66 µM] | 2% | x | 0% | -7% | -1% | x
IMPase Li cell | 3% | 0% | -5%[38.3 µM] | x | 26%[38.3 µM] | 8% | 11%[38.3 µM] | 5%

[33] CN(C)c1ccc(-c2nc(NC3CCNCC3)c3ccccc3n2)cc1
[34] COc1ccc(NC(=O)c2ccccc2N(Cc2ccccc2)S(C)(=O)=O)cc1OC
[35] O=C1NC2(CCCC2)Oc2ccccc21
[36] CCCCCC[C@@H](O)C/C=C\CCCCCCCC(=O)O
[37] CC(C)OC(=O)c1c(F)c(F)c(N2CCOCC2)c(F)c1F
[38] Cc1cc(Oc2ccc(=O)[nH]n2)nc(Cl)n1
[39] CCOCc1nnc(NC(=O)c2ccc(NC(C)=O)cc2)s1
[40] CCOc1c(C(=O)CC)cc2c(C)cc(=O)oc2c1C

Compound | 33 | 34 | 35 | 36 | 37 | 38 | 39 | 40
HTT ATP protect | -96%[inhibitor] | -15%[10 µM] | -21% | 18%&18% | 1% | -6%[10 µM] | x | -10%[10 µM]
CBFb-RUNX1 inh | x | 2% | -2% | 17% | -2% | 6% | 3% | 22%
Lamin A splicing | u | x | x | x | 0% | 20%[46 µM] | u | 3%
SMN2 splice enh | -19% | x | -26% | 8% | -10% | x | -1% | 4%
HTT aggregate | x | 2%[9.22 µM] | -3% | 20% | -19% | 4%[9.22 µM] | x | 21%
KinaseGlo FLuc | -5% | 1% | 2% | -2% | -2% | x | 1% | -1%
IMPase Li cell | 11% | 26% | -8% | -2% | -7%[38.3 µM] | x | 8% | 8%

Pulled by compound from the entries so far:
[33] CN(C)c1ccc(-c2nc(NC3CCNCC3)c3ccccc3n2)cc1
[40] CCOc1c(C(=O)CC)cc2c(C)cc(=O)oc2c1C
[34] COc1ccc(NC(=O)c2ccccc2N(Cc2ccccc2)S(C)(=O)=O)cc1OC

Compound | 33 | 40 | 34
HTT ATP protect | -96%[inhibitor] | -10%[10 µM] | -15%[10 µM]
CBFb-RUNX1 inh | x | 22% | 2%
Lamin A splicing | u | 3% | x
SMN2 splice enh | -19% | 4% | x
HTT aggregate | x | 21% | 2%[9.22 µM]
KinaseGlo FLuc | -5% | -1% | 1%
IMPase Li cell | 11% | 8% | 26%

Later entries:
[41] C#CCO[C@@H]1C[C@H](n2cnc3c(=O)[nH]c(NC(=O)C(C)C)nc32)O[C@@H]1CO
[42] Cc1ccccc1C(=O)Nc1ccc(C(=O)N/N=C/c2ccc(F)cc2)cc1
[43] O=C(O)NCC1CCCCC1 (tested in a mixture with another compound)
[44] CCOc1ccc(NS(=O)(=O)c2ccc(OCC(=O)N3CCCC3)cc2)cc1
[45] O=C(CN1CCC(O)(c2ccc3c(c2)OCO3)CC1)N1CCOCC1
[46] COc1ccccc1N/N=C/c1c(CO)cnc(C)c1O
[47] CC(C)COC(=O)c1nnsc1NC(=O)Nc1ccccc1
[48] COc1ccc(C(=O)NCCNc2ccccc2[N+](=O)[O-])cc1
[49] COc1ccc(C2(C(=O)Nc3ccc(OC)cc3OC)CCCC2)cc1
[50] COC(=O)c1ccc(Nc2c([N+](=O)[O-])c(=O)oc3ccccc23)cc1
[51] CCCC1CC(c2csc(N)n2)CCO1 (centres undefined)

Compound | 41 | 42 | 43 | 44 | 45 | 46 | 47 | 48 | 49 | 50 | 51
HTT ATP protect | 23%[10 µM] | -49%[inhibitor] | -21%[10 µM] | -5% | 2% | 1%[10 µM] | -17% | -176%[inhibitor] | -23% | 12%[10 µM] | 9%[10 µM]
CBFb-RUNX1 inh | 15% | 7% | x | 5% | 7% | -5% | 3% | -5% | 9% | 4% | 2%
Lamin A splicing | x | u | x | -5% | 5% | -15% | u | u | u | x | 7%
SMN2 splice enh | x | -47%[inhibitor] | -8%[9.22 µM] | x | 7% | -12% | -45%[inhibitor] | 11µM* | -10% | x | -18%
HTT aggregate | -8%[9.22 µM] | 6% | x | 16% | 2% | 7% | -19% | 5% | -19% | 1%[9.22 µM] | 14%
KinaseGlo FLuc | x | -3% | 0%[7.66 µM] | 3% | -5% | -1% | 1% | -1% | 2% | x | -5%
IMPase Li cell | x | 20% | 12% | 11%[38.3 µM] | -32%[38.3 µM] | 17% | -9%[38.3 µM] | -6% | 7% | x | 3%[38.3 µM]
